Hsp70 act: transcriptional activators of Hsp70; hit rate 0.04% among 200,000; activation, % at 10 µM; AID 1203; HeLa Hsp70 promoter luciferase reporter, luminescence; scaled: vehicle 0, proteasome-inhibitor control 100%;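 active = activation above the mean across all tested compounds plus 3 SD, cutoff set per campaign, cut at about 5.5% in these data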;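 also: 100% = MG132 at 30 µM as the positive control and 0% = DMSO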
S1P3 antagonist: blocks the human S1P3 receptor; CHO S1P3 NFAT-BLA reporter, FRET fluorescence, antagonist mode; inhibition, % at 4.98 µM; Q99500; hit rate 0.27% among 170,000;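 active = inhibition above the plate cutoff, the mean inhibition of test wells on that plate plus 3 SD, cut at about 28% in these data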;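 also: cells challenged with S1P at its EC80 of 0.8 µM; blue over green emission ratio from cleaved BLA substrate after 4 h stimulation; 0% = S1P-stimulated wells and 100% = unstimulated DMSO-only wells; some compounds past the cut are filed as inactive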
L major viab: inhibitors of Leishmania major promastigote growth; Leishmania major promastigotes, resazurin fluorescence viability; inhibition, % at 10 µM; hit rate 9% among 200,000; AID 1063; in the data active = inhibition above about 50%;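 also: promastigotes grown with compound for 44 hours at 28 °C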
PMI act satM6P: activators of human phosphomannose isomerase at near-saturating mannose 6-phosphate | AID 1216 | hit rate 0.34% among 190,000 | coupled PMI enzyme assay, resazurin fluorescence, 20 min; hits give high values; 1 = untreated enzyme, 0 = substrate-free blank | activation factor at 20 µM | P34949;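 active = activation factor of 2 or more at 20 µM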
Target sequence (P34949 whole entry, looked up): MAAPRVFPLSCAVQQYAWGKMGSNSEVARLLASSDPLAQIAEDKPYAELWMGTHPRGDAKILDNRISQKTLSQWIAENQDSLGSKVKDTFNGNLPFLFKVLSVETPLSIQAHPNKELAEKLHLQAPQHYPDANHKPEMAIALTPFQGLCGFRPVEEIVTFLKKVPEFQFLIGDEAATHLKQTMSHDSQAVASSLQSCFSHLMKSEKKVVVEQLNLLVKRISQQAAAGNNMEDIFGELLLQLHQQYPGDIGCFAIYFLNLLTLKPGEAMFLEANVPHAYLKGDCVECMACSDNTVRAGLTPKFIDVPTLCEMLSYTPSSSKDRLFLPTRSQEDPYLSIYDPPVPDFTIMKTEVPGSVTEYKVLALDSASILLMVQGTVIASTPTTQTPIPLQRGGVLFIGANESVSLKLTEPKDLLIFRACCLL
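Test system: human PMI in coupled enzyme assay; Input: PMI at 15 ng/mL final; Medium: HEPES buffer, pH 7.4; Schedule: 20 min incubation at room temperature; Technique: resorufin fluorescence at Ex 544/Em 590 nm; Compound: 20 µM single dose; Probe or stimulus: Near-saturating mannose-6-phosphate, 1.0 mM.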
Redox H2O2 prof: compounds producing H2O2 with reducing agent – biochemical, NIH compound library profiling, artefact control for MLSCN library redox annotation, primary screen; DTT-dependent redox cycling H2O2, phenol red/HRP absorbance; 100% = 100 µM peroxide control, 0% = buffer; activation, % at 10 µM; hit rate 0.03% among 200,000; AID 878;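 active = activation of at least 50% relative to the plate's high and low controls in the primary single-dose screen; inactive = activation below 50%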;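 also: compound incubated with DTT at 0.8 mM final as the reducing agent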
PMI activator: increases human mannose-6-phosphate isomerase activity | purified human PMI, coupled resazurin fluorescence, 20 min; hits give high values; 1 = vehicle control, 0 substrate-free wells | hit rate 0.005% among 190,000 | activation factor at 20 µM | AID 1214 | P34949;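 active = activation factor of 2 or more at 20 µM, relative to plate controls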
RAM inhibit: inhibitors of the yeast RAM network; S. cerevisiae dse1pr::URA3 reporter, 5-FOA growth OD615, 2 d; analog-sensitive cbk1-as2 kinase mutant strain; inhibition, % at 50 µM; hit rate 1.8% among 190,000;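 active = inhibition above a set limit, 3 SD over mean compound inhibition, cut at about 8.4% in these data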;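 also: 0% = DMSO-only wells with no growth and 100% = 10 µM 1-NA-PP1 full growth; inhibition rescues growth on 5-FOA so higher OD means more RAM inhibition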
TNAP inh hiacc: inhibitors of human TNAP at high phosphate acceptor concentration | P05186 | purified TNAP, CDP-star luminescence, 1 M DEA | inhibition, % at 20 µM | hit rate 0.03% among 200,000 | AID 1135;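 active = over 50% inhibition of tissue-nonspecific alkaline phosphatase at 20 µM in the single-dose screen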;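 also: plate controls were DMSO wells for no effect and EDTA-quenched wells as full inhibition for full effect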
Target sequence (P05186 whole entry, looked up): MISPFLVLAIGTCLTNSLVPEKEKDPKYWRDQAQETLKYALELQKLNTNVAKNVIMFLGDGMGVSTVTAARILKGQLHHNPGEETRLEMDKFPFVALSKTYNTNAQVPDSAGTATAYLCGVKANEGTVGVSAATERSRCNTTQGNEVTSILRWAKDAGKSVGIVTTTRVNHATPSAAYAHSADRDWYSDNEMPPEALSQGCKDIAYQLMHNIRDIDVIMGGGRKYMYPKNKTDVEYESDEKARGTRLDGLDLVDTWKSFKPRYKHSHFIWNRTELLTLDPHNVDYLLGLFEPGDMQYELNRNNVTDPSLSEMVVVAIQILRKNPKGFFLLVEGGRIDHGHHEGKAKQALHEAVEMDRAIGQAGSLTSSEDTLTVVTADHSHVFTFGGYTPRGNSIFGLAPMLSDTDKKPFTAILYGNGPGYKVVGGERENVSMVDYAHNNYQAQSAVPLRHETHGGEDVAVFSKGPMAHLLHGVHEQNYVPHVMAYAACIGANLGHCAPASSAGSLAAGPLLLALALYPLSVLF
TNAP inh noacc: blocks human TNAP activity with no phosphate acceptor present. AID 1012. inhibition, % at 20 µM. hit rate 0.26% among 200,000. purified TNAP, CDP-star luminescence, 30 min. P05186;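 active = tissue-nonspecific alkaline phosphatase inhibition above about 50% at 20 µM in the single-dose screen, limit read from the data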;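 also: 0% = DMSO negative control and 100% = EDTA positive control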
Efa HMGR inh: inhibitors of class II HMG-CoA reductase from Enterococcus faecalis | purified E. faecalis HMGR, NADPH absorbance 340 nm kinetic | hit rate 0.41% among 190,000 | inhibition, % at 10 µM;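 active = inhibition above a set limit, the median over all tested compounds plus 3 SD, cut at about 9.5% in these data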;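 also: enzyme runs in reverse so mevalonate oxidation gives rising NADPH absorbance; 0% = complete reaction with DMSO and 100% = background rate lacking mevalonate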
* marks the source's active call; other numbers are inactive results; · = not tested or not shown.

No.	SMILES	Hsp70 act	S1P3 antagonist	L major viab	PMI act satM6P	Redox H2O2 prof	PMI activator	RAM inhibit	TNAP inh hiacc	TNAP inh noacc	Efa HMGR inh
1	CCOC(=O)c1c(C)c(C(=O)Nc2cc(OC)ccc2OC)c(C)n1CC	0.0	28	15	1	-0.7	0.9	1.9	-5	-11	-2
2	CCC(C)Sc1nc2c(c(=O)n1C)SC(C)C2 (centres undefined)	-0.3	2	-2	0.9	0.9	1	-0.5	-5	-14	1
3	N#Cc1c(NC(=O)C2CC(c3ccccc3O)=NO2)sc2c1CCC2 (centres undefined)	-0.3	3	-3	1	0.2	0.9	4.5	4	-16	-2
4	CC(C(=O)O)n1cc(Cl)cn1 (centres undefined)	-0.1	-13	3	1.2	-0.1	1.2	0.4	1	-5	2
5	CC1CCCC(C)N1C(=O)c1cc(-c2cccs2)on1 (centres undefined)	-0.4	18	-2	1.1	-0.6	1	-1.1	-4	-16	4
6	CCc1nc(SCC(=O)Nc2c(C)nn(C)c2C)c2cnn(-c3ccccc3)c2n1	-0.2	·	-2	1	1.9	1	0.1	-1	-6	-4
7	COc1ccc(-c2cc3ccccc3n2CC(O)CN2CCOCC2)cc1 (centres undefined)	-0.2	·	-2	0.9	-1.0	0.9	-1.3	-5	-9	-5
8	O=C1NCC(c2ccccc2)C1C(=O)N/N=C\c1ccc(-c2ccc(Cl)c(Cl)c2)o1 (centres undefined)	-0.3	·	59*	0.9	0.8	0.9	0.3	-9	-6	-7
9	CCOc1ccc(NC(=O)C(=S)NC2CCCCC2)cc1	-0.1	-6	-3	0.9	-0.5	0.9	4.3	1	-23	-8
10	CC(C)NC(=O)CC(=O)N/N=C\c1ccccc1C(=O)O	-0.5	-12	-7	·	0.2	·	1.7	-3	-8	-2
11	COc1cc2[nH]c(=O)n(Cc3ccc(C(=O)NC4CCCC4)cc3)c(=O)c2cc1OC	-0.1	·	-6	1.1	0.0	1.1	1.3	-4	-9	-4
12	O=C(CC(c1ccccc1)c1cc(Br)ccc1O)N1CCCC1 (centres undefined)	-0.2	-4	23	1	-1.2	1	0.5	-5	-6	-2
13	CCOC(=O)C1=C(N)Oc2cc(O)ccc2C1c1cccc([N+](=O)[O-])c1 (centres undefined)	-0.3	9	13	1	-0.6	1	-0.4	-8	-2	2
14	Cc1ccc(/C=N/NC(=O)CSc2nc3ccccc3c(=O)n2-c2ccccc2C)s1	-0.2	-5	14	0.9	0.1	1	0.5	-1	-1	-5
15	CCOC(=O)c1ccc(NS(=O)(=O)c2cc(C)ccc2OC)cc1	0.0	2	16	0.9	-0.8	0.9	1.8	-3	-11	-4
16	CCC(C)(C)n1nnnc1C(c1ccc(O)c(OC)c1)N1CCN(c2nc3ccccc3s2)CC1 (centres undefined)	0.0	-41	6	0.8	-2.4	0.9	1.1	-7	0	-4
17	COc1cccc(C(=O)CN2C3=NCCCN3c3ccccc32)c1	-0.3	9	-4	1.1	-7.9	1.1	0.3	-3	-9	-15
18	CCOC(=O)CNS(=O)(=O)c1cc(-c2nn(C)c(=O)c3ccccc23)ccc1C	-0.3	·	12	1	-0.7	1.1	0.5	-3	-11	0
19	C=CCN(c1ccc(OC)cc1)S(=O)(=O)c1ccc(Cl)c(C(=O)OCC(=O)NC2CC2)c1	-0.4	-7	-2	1.1	-0.4	1.1	4.3	-4	-14	-3
20	O=C(CCc1n[nH]c(=O)[nH]c1=O)N/N=C/c1ccc(Br)o1	-0.1	9	1	1.1	-1.2	1.2	1.1	-4	-15	-5
21	COC(=O)c1cccc([N+](=O)[O-])c1CN1CCCC(C(N)=O)C1 (centres undefined)	-0.2	-7	-4	1.1	0.1	1.1	3.0	-4	-13	0
22	CC(=O)Nc1ccc(S(=O)(=O)N(Cc2ccccc2)c2ccccc2)cc1	-0.3	3	0	1	0.4	1	6.5	-6	-11	-5
23	COCCN1Cc2cccc(C(=O)NC3CCCCCC3)c2C1=O	-0.3	-38	7	1	-0.4	1	0.4	-3	-7	-2
24	COc1cccc(N2CCN(CC(=O)Nc3nc4c(s3)CC(C)CC4)CC2)c1 (centres undefined)	0.1	-6	-1	0.9	0.2	0.8	0.0	2	-36	4
25	[O-]/[N+](=C\c1cccc(Br)c1)c1ccccc1	0.2	-9	7	0.9	-2.7	1	4.3	-3	-2	-5
26	CCN1CCN(c2cc(C)c3cc(NC(=S)N4CCN(c5ccccc5)CC4)ccc3n2)CC1	0.1	-17	100*	0.7	-0.1	0.8	1.0	3	-8	-6
27	CCOCC(=O)Nc1ccc(C(=O)Nc2ccccc2Cl)cc1	-0.2	5	-5	1	0.2	0.8	0.8	-5	-6	2
28	COCC(C)NC(=O)c1cc(-c2ccc(OC)c(OC)c2)on1 (centres undefined)	0.8	-15	0	0.9	1.9	0.9	0.7	2	-9	-1
29	CCOc1ccc(C(c2c(O)nc(SC)n(C)c2=O)c2c(O)nc(SC)n(C)c2=O)cc1	-0.1	·	-5	1.1	1.4	1	1.1	2	-11	-3
30	O=C1C=C(NC2CCCC2)CC(c2ccccc2)C1 (centres undefined)	0.0	-6	5	1	-1.5	1.1	1.2	-3	-3	-1

(continued)
No.	SMILES	Hsp70 act	S1P3 antagonist	L major viab	PMI act satM6P	Redox H2O2 prof	PMI activator	RAM inhibit	TNAP inh hiacc	TNAP inh noacc	Efa HMGR inh
31	O=C(NC1CCCCC1)Nn1c(-c2ccccc2)nc2ccccc2c1=O	-0.3	-5	-3	1.1	0.6	1	3.0	-1	-2	-2
32	CC(NCC(O)COc1ccc(S(=O)(=O)N2CCOCC2)cc1)c1ccccc1 (centres undefined)	-0.1	-5	31	1	-2.8	1.1	-0.2	2	-1	-2
33	CCc1cc2c(=O)n(-c3ccccc3)c(=S)[nH]c2s1	-0.3	·	-8	0.9	1.5	0.9	7.3	-6	-11	1
34	Cc1cccc(NC(=S)N2CCN(c3ccc(F)cc3)CC2)c1	-0.3	-7	16	1	0.5	1	5.2	-5	-4	-1
35	COc1ccc(C)cc1NC(=O)CN(c1ccccc1F)S(C)(=O)=O	-0.1	4	1	1	-0.5	1	-0.4	0	4	-8
36	Cc1nonc1OCCN1CCN(c2ccccc2[N+](=O)[O-])CC1	-0.3	18	-5	1	-0.7	1.2	-1.2	0	-7	-6
37	O=C(CSc1nnc(-c2ccccc2)o1)Oc1ccc(Br)cc1	-0.2	·	4	0.9	0.3	1	1.1	-1	-16	-5
38	Cn1c(C(=O)N2CCN(Cc3ccc4c(c3)OCO4)CC2)cc2c(=O)n(C)c3ccccc3c21	-0.3	-9	29	0.9	-3.2	1	0.7	-11	-18	-4
39	CCn1c(CNC(=O)c2ccccc2)nc2ccccc21	-0.3	-5	-1	·	3.0	·	·	·	·	·
40	O=S(=O)(Nc1cc(Cl)ccc1N1CCCCC1)c1cccs1	-0.5	2	19	1.6	-0.5	1.2	8.2	-6	-14	-3
41	Cc1nc2ccc(S(=O)(=O)NCC(=O)NCc3ccc4c(c3)OCO4)cc2s1	0.1	-30	0	1.1	0.4	1	0.3	-1	-5	2
42	Cc1cc(/C=N/NC(=O)c2cccc([N+](=O)[O-])c2)c(C)n1-c1ccc(Cl)cc1Cl	-0.3	·	21	1.1	-4.6	1.1	1.3	-5	0	-3
43	O=c1[nH]c(NCc2ccccc2)nc2c1CCC2	0.3	-5	3	0.7	0.2	1	0.8	-6	-10	-1
44	Cn1cnnc1SCC(=O)NC(=O)NC1CCCC1	-0.1	-3	-7	1.1	-2.0	1.2	1.0	-3	4	-6
45	COCCN(C(=O)C1CC1)c1nnc(-c2cccc(C)c2)s1	-0.1	19	5	1	1.5	1	2.9	-5	-6	-1
46	COc1ccccc1NC1=C(N2CCCCC2)C(=O)c2ccccc2C1=O	-0.4	-22	100*	1	-0.9	1.2	1.8	10	18	-7
47	CCCCC(=O)Nc1ccc(C(=O)NCCc2ccc(S(N)(=O)=O)cc2)cc1	-0.3	-5	-2	1	-2.7	1	2.8	-3	-12	1
48	Fc1cccc(CO/N=C/c2c(-c3ccccc3)nc3ccc(Cl)cn23)c1	-0.3	·	4	1	-1.7	1	9.1*	-3	-6	6
49	COc1cc(NC(=O)COC(=O)/C=C/c2ccccc2Cl)cc(OC)c1	-0.3	-15	37	0.9	0.0	0.9	10*	1	-1	3
50	COCCCNC(=O)c1ccc(N2CCOCC2)c(NS(=O)(=O)c2ccc(OC)cc2)c1	-0.5	·	0	1	-0.1	1	0.3	-5	-12	3
51	CN=c1sc2ccccc2n1CC(O)c1ccccc1 (centres undefined)	-0.2	-1	8	1	-0.1	1	0.8	-4	-6	-5
52	CCC(C(=O)OCC(=O)Nc1cc(C)ccc1OC)c1ccccc1 (centres undefined)	-0.3	-17	6	1	-1.4	1	2.2	-8	4	2
53	CC(C)(C)n1nnnc1C(c1cccnc1)N1CCN(c2ccccc2F)CC1 (centres undefined)	-0.3	·	5	1.1	0.5	1	1.6	0	-4	-1

Of the compounds above, 2 have a COOH group:
No.	SMILES	Hsp70 act	S1P3 antagonist	L major viab	PMI act satM6P	Redox H2O2 prof	PMI activator	RAM inhibit	TNAP inh hiacc	TNAP inh noacc	Efa HMGR inh
4	CC(C(=O)O)n1cc(Cl)cn1 (centres undefined)	-0.1	-13	3	1.2	-0.1	1.2	0.4	1	-5	2
10	CC(C)NC(=O)CC(=O)N/N=C\c1ccccc1C(=O)O	-0.5	-12	-7	·	0.2	·	1.7	-3	-8	-2
